dFosB activator – mouse delta FosB homodimer activation. P13346. purified delta FosB, TAMRA-CDK5 oligo fluorescence polarization; percent of positive-control signal above neutral wells. activation, % at 25 µM. 0.99% of 340,000 active;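 active = mean activation above about 17%, with every replicate also reaching it, limit read from the data, passing the limit was not always enough; inconclusive = only one of the two conditions met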;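 note: fluorescence polarization rise as delta FosB binds a TAMRA Cdk5 AP-1 oligo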
Target sequence (P13346 whole entry, looked up): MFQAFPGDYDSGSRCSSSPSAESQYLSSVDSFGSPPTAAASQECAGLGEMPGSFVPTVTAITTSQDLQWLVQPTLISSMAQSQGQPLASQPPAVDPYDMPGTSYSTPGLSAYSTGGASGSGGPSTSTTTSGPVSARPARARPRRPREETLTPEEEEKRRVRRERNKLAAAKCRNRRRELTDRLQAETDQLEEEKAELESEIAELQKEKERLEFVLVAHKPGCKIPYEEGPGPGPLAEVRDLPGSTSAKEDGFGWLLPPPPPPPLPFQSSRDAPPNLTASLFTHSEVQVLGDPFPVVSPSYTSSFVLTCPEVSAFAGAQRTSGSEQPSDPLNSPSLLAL
V-ATPase pHluor – regulators of yeast V-ATPase proton transport | S. cerevisiae, pHLuorin cytosolic pH fluorescence | response, % at 10 µM | 0.37% of 350,000 active | AID 504577; in the data active = response mostly above about 7.3%, no sharp cut-off; inactive = mostly below about 5.4%; note: actives read high; inactives centre near 0; some compounds called inactive have numbers as strong as hits; reference of the scale not given here
Wnt act – activates Wnt/beta-catenin signaling in a reporter cell assay | activator, plate reader | activation, % at 9.35 µM | 1.2% of 300,000 active | AID 743398; in the data active = activation above about 30%, passing the limit was not always enough; inconclusive = no clear call, values can overlap the other calls;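 note: 0% = neutral control wells and 100% = positive control wells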
HTR5A inv ctr – inverse agonist of human HTR5A in OPRM1-OPRD1 counter-screen; P47898; HTR5A cell line, luminescence, inverse agonism; inhibition, % at 9.3 µM; 0.083% of 340,000 active; in the data active = inhibition mostly above about 23%, no sharp cut-off; inactive = mostly below about 18%;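 note: 0% = cells with DMSO and 100% = no-cell wells with DMSO; some compounds called inactive have numbers as strong as hits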
SR-BI HDL uptake – inhibitors of mouse SR-BI mediated HDL lipid uptake; Q61009; ldlA[mSR-BI] CHO cells, DiI-HDL uptake fluorescence, 3 h; inhibition, % at 12.5 µM; 0.96% of 320,000 active; AID 488896;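 active = mean replicate inhibition of at least 70% and a set share of replicates each scoring 70 or more; inconclusive = meets just one of the two criteria; inactive = fails both criteria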;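 note: 0% = median of neutral control wells and 100% = median of positive control wells; values of inactives mirror those of a sister screen read the other way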
Target sequence (Q61009 whole entry, looked up): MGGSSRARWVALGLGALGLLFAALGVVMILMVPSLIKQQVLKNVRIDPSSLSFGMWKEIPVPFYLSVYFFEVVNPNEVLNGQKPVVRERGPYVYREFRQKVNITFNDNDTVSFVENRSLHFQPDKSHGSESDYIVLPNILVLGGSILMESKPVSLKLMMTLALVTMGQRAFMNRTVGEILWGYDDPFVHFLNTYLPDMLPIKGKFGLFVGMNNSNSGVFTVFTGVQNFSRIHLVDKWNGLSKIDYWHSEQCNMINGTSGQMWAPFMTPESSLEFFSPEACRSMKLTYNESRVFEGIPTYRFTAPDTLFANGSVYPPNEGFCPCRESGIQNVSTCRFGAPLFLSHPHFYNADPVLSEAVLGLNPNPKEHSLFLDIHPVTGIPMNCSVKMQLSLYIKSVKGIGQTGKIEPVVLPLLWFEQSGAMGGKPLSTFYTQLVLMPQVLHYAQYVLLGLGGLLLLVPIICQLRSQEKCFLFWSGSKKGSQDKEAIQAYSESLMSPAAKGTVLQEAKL
PvdQ acylase – blocks Pseudomonas aeruginosa PvdQ acylase activity; AID 488965; 0.063% of 340,000 active; inhibition, % at 10 µM; purified PvdQ acylase, fluorescence plate reader; in the data active = inhibition above about 30%, passing the limit was not always enough; inconclusive = no clear call, values can overlap the other calls;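 note: 0% = vehicle neutral wells and 100% = reference inhibitor wells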
NSD2 HMT inh – NSD2 (human) methyltransferase inhibition; inhibition, % at 12.5 µM; O96028; NSD2 peptide methylation, AlphaScreen, 120 min; 0.54% of 310,000 active; in the data active = inhibition above about 50%
MITF TRPM1 HTS – increases MITF-driven TRPM1 promoter luciferase signal. 0.75% of 300,000 active. activation, % at 12.5 µM. SK-MEL-5 TRPM1-promoter luciferase, 24 h; % of positive control, neutral wells = 0. AID 588334;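 active = mean activation of at least 80% with every replicate also reaching 80%; inconclusive = mean reaches 80% but some replicate falls short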;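 note: 0% = neutral control wells and 100% = parthenolide positive control wells; values of inactives mirror those of a sister screen read the other way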
CDK5 p35 inh – CDK5/p35 (human) kinase inhibition; Recombinant CDK5/p35, ADP-Glo luminescence, 60 min; inhibition, % at 10 µM; 0.01% of 330,000 active;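 active = highest replicate inhibition of at least 50% and at least 75% of replicates reaching 50%; inconclusive = only one of the two criteria met; inactive = both criteria failed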;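 note: plate controls were DMSO neutral control for no effect and GW8510 at 10 µM for full effect; many of its hits are not listed in these tables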
HTR5A ag – counter-screen for OPRM1-OPRD1 agonists: human HTR5A agonism; P47898; HTR5A agonist assay, luminescence, cell-based; activation, % at 9.3 µM; 0.61% of 340,000 active; AID 504692; in the data active = activation mostly above about 9.5%, no sharp cut-off; inactive = mostly below about 7.6%;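 note: 0% = cells with vehicle only and 100% = reference agonist; strong numbers were not always called active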
* = called active by the depositor; ? = inconclusive; / = no result given.

SMILES | dFosB activator | V-ATPase pHluor | Wnt act | HTR5A inv ctr | SR-BI HDL uptake | PvdQ acylase | NSD2 HMT inh | MITF TRPM1 HTS | CDK5 p35 inh | HTR5A ag
CCCSC(=S)c1c(C)[nH]n(-c2ccccc2)c1=O | 4 | -3 | 0 | -19 | -9 | -9 | 5 | -3 | 0.3 | 1
COc1cc(C(=O)NCCC(=O)NC(C)C)cc(OC)c1OC | 9 | -1 | 0 | 30 | -13 | -19 | 0 | 2 | -0.3 | -1
CCN(CC(=O)Nc1ccc(OC)cc1)C(=O)c1oc2c(Cl)cccc2c1C | -10 | 2 | -1 | -7 | 22 | -10 | / | -13 | 1.7 | 3
CC(Oc1ccc(F)cc1)C(=O)Nc1ccc(S(=O)(=O)NC2=NCCCCC2)cc1 (centres undefined) | -13 | 1 | -7 | 3 | 11 | -11 | 1 | 2 | 1.3 | 2
CCCC(=O)Nc1cc(-c2nc3ncccc3o2)ccc1Cl | -4 | 5 | 0 | -7 | 16 | 9 | 10 | -1 | 0.6 | 2
Cc1ccc(C(=O)N2CCCC(C(=O)c3ccc(Oc4ccccc4)cc3)C2)cn1 (centres undefined) | -11 | 1 | -26 | 20 | 0 | -17 | -5 | -15 | -2.4 | 0
NC(=NC(=O)c1cccc(C(F)(F)F)c1)c1ccc(C(F)(F)F)cn1 | -9 | -2 | -1 | -11 | 4 | -9 | -1 | 37 | 0.1 | 4
COc1cc(OC)cc(C(=O)NCCN2CCOCC2)c1 | -2 | 0 | / | -2 | -7 | 8 | -3 | -1 | -0.1 | -2
CCc1ccc(NC(=O)C(C)OC(=O)c2cc(=O)[nH]c3ccc(S(=O)(=O)Nc4ccc(F)cc4)cc23)cc1 (centres undefined) | 100* | 0 | 4 | -3 | -8 | -16 | 1 | -10 | -0.1 | 1
COCCCNC(=O)c1ccc(Cn2c(=O)c3ccccc3n(CC(=O)NCc3ccco3)c2=O)cc1 | -6 | 1 | 0 | 14 | / | -16 | 4 | -14 | -0.1 | -2
CN(C)CCNC(=O)c1ccc(CS(=O)(=O)c2c(Cl)cccc2Cl)o1 | -4 | -3 | -5 | -9 | -23 | -5 | / | / | 0.5 | 3
Cc1c(Cl)cccc1-c1ccc(CNCc2ccccn2)o1 | -15 | 3 | 0 | -19 | -15 | -13 | 22 | / | 0.2 | 5
CSc1ccc(CCNC(=O)Cn2ncc3c([nH]c4ccccc43)c2=O)cc1 | ? | 2 | -2 | -6 | -21 | -8 | 0 | -7 | 0.2 | 0
CCc1ccccc1N(CC(=O)NCCc1ccccc1)C(=O)CCC(=O)Nc1ccccn1 | -9 | 6 | 0 | 0 | 14 | -11 | 9 | 3 | 0.9 | 0
CCc1ccccc1NC(=O)CSc1nnc(CCNC(=O)OC(C)(C)C)o1 | -2 | -4 | -2 | 6 | 5 | -10 | -2 | / | -0.3 | -2
CN(C)CCCN1c2ccccc2CCc2ccc(Cl)cc21 | 7 | -2 | -7 | -16 | 8 | 6 | / | 0 | 0.7 | 4
NC(=O)c1ccccc1NC(=O)CC12CC3CC(CC(Br)(C3)C1)C2 | -1 | 0 | -1 | -22 | / | -12 | -4 | -6 | -2.3 | 8
CCN(CC)S(=O)(=O)c1cccc(NC(=O)c2ccc(C#N)cc2)c1 | -16 | -1 | 5 | 14 | 77* | -12 | -3 | -5 | 0.9 | 2
CCOC(=O)c1ccc(N2CCOCC2)c(NC(=O)COCC(=O)O)c1 | 0 | -7 | 2 | -10 | -33 | -11 | -1 | / | -3.6 | 0
N#C/C(=C\c1ccc([N+](=O)[O-])o1)C(=O)Nc1ccc(F)cc1 | -17 | 114* | 7 | -14 | 16 | -8 | 12 | -34 | 1.6 | 6
Cn1c(C(=O)N2CCN(c3ncccn3)CC2)cc2c(=O)n(C)c3ccccc3c21 | -9 | 1 | -3 | -10 | -7 | -2 | / | -7 | 0.1 | 4
C=CCNC(=O)c1ccccc1Cl | -1 | -4 | -2 | -8 | 1 | -2 | -1 | -5 | -1.8 | -1
NC(=O)NCCCC(=O)NCC(c1ccccc1Cl)c1c[nH]c2ccccc12 (centres undefined) | -10 | 0 | 0 | 1 | -2 | -1 | 0 | -15 | 1.0 | 0
CC(C)NC(=O)c1cc(C(=O)c2cc(Cl)ccc2O)coc1=N | 3 | 3 | / | -4 | -18 | 13 | -1 | -12 | -1.9 | -1
COc1cccc(C2c3c(oc4cc(C)c(C)cc4c3=O)C(=O)N2CCCN(C)C)c1 (centres undefined) | 38* | 1 | / | -4 | -23 | -6 | / | -13 | 3.0 | 2

By substructure: the entries above containing a Cl atom (eight)
SMILES | dFosB activator | V-ATPase pHluor | Wnt act | HTR5A inv ctr | SR-BI HDL uptake | PvdQ acylase | NSD2 HMT inh | MITF TRPM1 HTS | CDK5 p35 inh | HTR5A ag
CCN(CC(=O)Nc1ccc(OC)cc1)C(=O)c1oc2c(Cl)cccc2c1C | -10 | 2 | -1 | -7 | 22 | -10 | / | -13 | 1.7 | 3
CCCC(=O)Nc1cc(-c2nc3ncccc3o2)ccc1Cl | -4 | 5 | 0 | -7 | 16 | 9 | 10 | -1 | 0.6 | 2
CN(C)CCNC(=O)c1ccc(CS(=O)(=O)c2c(Cl)cccc2Cl)o1 | -4 | -3 | -5 | -9 | -23 | -5 | / | / | 0.5 | 3
Cc1c(Cl)cccc1-c1ccc(CNCc2ccccn2)o1 | -15 | 3 | 0 | -19 | -15 | -13 | 22 | / | 0.2 | 5
CN(C)CCCN1c2ccccc2CCc2ccc(Cl)cc21 | 7 | -2 | -7 | -16 | 8 | 6 | / | 0 | 0.7 | 4
C=CCNC(=O)c1ccccc1Cl | -1 | -4 | -2 | -8 | 1 | -2 | -1 | -5 | -1.8 | -1
NC(=O)NCCCC(=O)NCC(c1ccccc1Cl)c1c[nH]c2ccccc12 (centres undefined) | -10 | 0 | 0 | 1 | -2 | -1 | 0 | -15 | 1.0 | 0
CC(C)NC(=O)c1cc(C(=O)c2cc(Cl)ccc2O)coc1=N | 3 | 3 | / | -4 | -18 | 13 | -1 | -12 | -1.9 | -1

Next entries follow:
SMILES | dFosB activator | V-ATPase pHluor | Wnt act | HTR5A inv ctr | SR-BI HDL uptake | PvdQ acylase | NSD2 HMT inh | MITF TRPM1 HTS | CDK5 p35 inh | HTR5A ag
O=C(Nc1nnc(SCC(=O)N2CCOCC2)s1)C1CC(=O)N(c2ccc(F)cc2)C1 (centres undefined) | -10 | -2 | -3 | 6 | -9 | -11 | 2 | -5 | -0.4 | 0
COCCOC(=O)C1=C(C)Nc2cc(=O)[nH]c(=O)n2C1c1cccc([N+](=O)[O-])c1 (centres undefined) | 1 | -2 | -1 | 2 | 2 | -22 | 2 | 0 | -5.9 | -2
O=C(O)C1CC=CCC1C(=O)N1CCN(c2nc(-c3ccccc3Cl)c3cc(Br)ccc3n2)CC1 (centres undefined) | -26 | 6 | -4 | -33 | -3 | -18 | -6 | / | -1.1 | 12
CCCCCC(=O)N/N=C/c1ccc(N(C)C)cc1 | 3 | -2 | 12 | -28 | -10 | -7 | 3 | 60 | 0.7 | -2
CC(C)(C)c1cc(Cl)c(O)c(NC(=S)NC(=O)c2cccnc2)c1 | -7 | -4 | -2 | 12 | 24 | -11 | 0 | 0 | -2.6 | -4
COc1ccc(OCC(=O)Nc2ccccc2-c2ccccc2)cc1 | -2 | 2 | -1 | 7 | 46 | 6 | -2 | -5 | 2.5 | -3
CCCNC(=O)c1ccccc1NS(=O)(=O)c1ccc2c(c1)OCCO2 | -13 | 2 | / | -6 | 49 | -15 | -9 | / | -2.2 | 2
CCN(CC)S(=O)(=O)c1cccc(NC(=O)c2ccc(SC)cc2OC)c1 | -11 | 0 | 3 | -1 | 49 | -7 | / | 17 | -1.9 | 0
Oc1ccccc1-c1nnc(COc2ccc(Cl)cc2Cl)o1 | 6 | 6 | ? | 2 | -9 | 10 | / | 96* | 3.9 | -1
Cn1c(=O)c2c(nc(NCc3ccccc3)n2CC(=O)NCc2ccccc2)n(C)c1=O | -2 | 2 | / | / | 2 | -4 | -2 | 2 | 0.0 | /
COc1ccc(-c2[nH]ncc2C=O)cc1 | -6 | 1 | 6 | -1 | 14 | -27 | 0 | -5 | -1.5 | 2
Cc1c(N2C(=O)C(=O)/C(=C(/O)c3ccc(Br)cc3)C2c2cccnc2)c(=O)n(-c2ccccc2)n1C (centres undefined) | 0 | -1 | -2 | -6 | -29 | -10 | -2 | -8 | 0.0 | 2
COC(=O)C[C@H]1c2cc(C(F)(F)F)ccc2S(=O)(=O)N1Cc1ccc(OC)cc1 | -11 | 2 | -2 | -8 | -9 | -13 | / | 2 | 1.0 | -4
O=C(NCCO)c1ccc(-c2nnc(Nc3ccc(O)cc3)c3ccccc23)cc1 | -6 | 1 | -2 | 0 | 16 | -26 | 3 | -3 | 1.1 | 0
CCn1cc(Cl)c(C(=O)Nc2cccc(CN3CCOCC3)c2)n1 | 0 | 2 | 2 | 6 | 2 | -7 | -1 | 2 | -2.9 | -2
Cc1cc(Nc2ccccc2)n(-c2ccccc2)n1 | -3 | -3 | 1 | -8 | 1 | -9 | 2 | 10 | 0.1 | 3
O=c1nc(N(c2ccccc2)c2ccccc2)[nH]c(=O)[nH]1 | 2 | -2 | / | -2 | -34 | -7 | 3 | -13 | -1.9 | 1
CC1(C)CC(=O)C2=C(C1)N(c1ccccc1)C(N)=C(C#N)C2c1cccnc1 (centres undefined) | -3 | 2 | / | 9 | -7 | -10 | 3 | -2 | 0.1 | -3
CC(C)CN1CC(C)C(=O)N(c2ccccc2)C1=O (centres undefined) | -7 | -3 | -4 | 11 | -4 | -6 | -2 | 2 | 0.9 | -3
C/C(=N\NC(N)=S)c1ccncc1 | 2 | -2 | 1 | / | 4 | -10 | 1 | / | 1.0 | /
CC(=O)Nc1cc2c(c(Cl)c1Cl)-c1ccccc1C2=O | -13 | -2 | -2 | 7 | -9 | -1 | 1 | -5 | -0.2 | -2
CNC(=O)CNC(=O)Nc1ccc(C)cc1 | 2 | 6 | -2 | -12 | -16 | 9 | -5 | -9 | 3.6 | 4
CCCCN(C(=O)c1ccc2c(c1)OCCO2)c1c(N)n(CCCC)c(=O)[nH]c1=O | -1 | 0 | 0 | -10 | -7 | -24 | 17 | 0 | -6.5 | -3
COc1ccc(C(=O)C2CCCN(C(=O)c3cc(C)nc(C)n3)C2)cc1OC (centres undefined) | 2 | 2 | -2 | -8 | -1 | -4 | -4 | 14 | 0.0 | 6
O=C(OCc1nc2scc(-c3ccccc3)c2c(=O)[nH]1)c1cc(Cl)ccc1[N+](=O)[O-] | -6 | -4 | / | -30 | -22 | 9 | -2 | 5 | -0.9 | 8
O=C(NOC(=O)c1ccccc1Cl)c1cccs1 | 8 | -1 | / | 11 | -11 | -6 | -3 | / | 0.3 | -3

Screens deposited in PubChem by several laboratories.
